CBFb-RUNX1 inh: blocks binding between human CBF-beta and RUNX1. AlphaScreen CBFb-His/RUNX1-biotin binding, biochemical. 230,000 tested, under 10 active. AID 1477. Potency, µM (series often up to 59.8 µM), without a hit: at the highest dose activity, negative = inhibition, actives largely listed as inhibitors; note: % of control where 0% means no effect
Target sequence (Q01196 whole entry, looked up): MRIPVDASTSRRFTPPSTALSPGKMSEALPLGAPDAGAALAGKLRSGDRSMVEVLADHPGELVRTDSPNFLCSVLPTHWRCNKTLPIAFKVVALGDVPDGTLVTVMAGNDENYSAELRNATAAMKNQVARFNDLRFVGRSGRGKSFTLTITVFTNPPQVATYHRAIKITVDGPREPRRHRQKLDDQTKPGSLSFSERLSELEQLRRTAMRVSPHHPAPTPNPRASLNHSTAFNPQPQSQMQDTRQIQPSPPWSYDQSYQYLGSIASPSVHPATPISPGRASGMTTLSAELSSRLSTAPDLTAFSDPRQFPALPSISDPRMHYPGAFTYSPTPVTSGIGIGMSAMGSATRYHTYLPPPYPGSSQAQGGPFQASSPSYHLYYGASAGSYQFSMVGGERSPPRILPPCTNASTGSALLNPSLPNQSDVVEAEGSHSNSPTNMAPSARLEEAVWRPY
Target sequence (Q13951 whole entry, looked up): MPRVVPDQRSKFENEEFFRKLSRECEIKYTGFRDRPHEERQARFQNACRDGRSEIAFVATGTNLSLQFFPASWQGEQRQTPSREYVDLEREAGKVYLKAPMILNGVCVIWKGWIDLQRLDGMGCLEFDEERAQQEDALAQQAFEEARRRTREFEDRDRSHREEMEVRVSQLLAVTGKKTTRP
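AlphaScreen binding: CBFb-His and RUNX1-biotin (30 nM each) preincubated 20 min, compound added for 15 min, then nickel and streptavidin beads for 90 min, all at room temperature. Disruption of the interaction by any mechanism counts as activity.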
SMN2 splice up: increases expression of the SMN2 splice variant; HEK293 SMN2-luciferase splicing reporter, luminescence, 30-36 h; Potency, µM (top dose mostly 46.1 µM), for the others: at the top dose activity change, positive = activation, hits mostly activators; 210,000 tested, 2.8% active; AID 1458; note: potency is the fitted concentration of half-maximal effect; % of control where 0% means no effect; nearly all actives have a fitted effect of over 55% in size
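HEK293 cells carry an SMN2 minigene-luciferase reporter in which exon 7 inclusion puts luciferase in frame. Cells were seeded at 2000 cells/well, attached for 10-12 hours, then exposed to compounds for 30-36 hours at 37C before ONE-Glo luminescence.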
Lamin A splicing: changes lamin A minigene splicing in HeLa cells; HeLa LMNA splicing GFP/RFP minigene ratio, 48 h; Potency, µM (top dose mostly 46.1 µM), for inactives: at the highest dose ratio change, negative = inhibition, usual class: inhibitors; 200,000 tested, 0.01% active; AID 1487; active = well fitted inhibition curve with a large enough effect in the signal ratio, with a control signal flat, not every such curve was filed as active; inconclusive = small, poorly fitted or top-dose-only effect, or effect the other way, or a change in a side signal; the % refers to the signal ratio; note: potency is the fitted concentration of half-maximal effect; % is set by controls: 0 for no effect and ±100 for the full control effect
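Read-out is the ratio of GFP to DsRed2 object intensity, acquired by 488 nm laser-scanning cytometry on HeLa lamin A-EGFP minigene reporter cells. Compound incubation 48 hrs at 37 °C in Opti-MEM with 2% FBS; DMSO 0.5% final.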
HTT cytoprotect: protects HTT-Q103 PC12 cells, measured by ATP; PC12 HTT-Q103 induced, cytoprotection, ATP luminescence, 40 h; Potency, µM (doses to about 56.4 µM), inactives show cytoprotection (ATP increase), hits mostly activators; 230,000 tested, 0.14% active; AID 1471;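 note: potency is the fitted concentration of half-maximal effect; % of control where 0% means no effect; nearly all actives have a fitted effect of over 45% in size; toxic huntingtin expression switched on by the ecdysone agonist tebufenozide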
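Stable PC12 Q103-GFP cells in serum-supplemented, phenol red-free DMEM; induction by tebufenozide at 100 nM final; compound dose series; cell viability quantified luminescently from ATP.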
HttQ103 aggreg: inhibitors of mutant huntingtin aggregate formation in PC12 cells; PC12 HttQ103-GFP aggregates, Acumen cytometry, 40 h; Potency, µM (top dose mostly 46.1 µM), for inactives: top-dose activity change, negative = inhibition, usual class: inhibitors; 220,000 tested, 1.1% active; AID 1688; note: potency is the fitted concentration of half-maximal effect; % is set by controls: 0 for no effect and ±100 for the full control effect; nearly all actives have a fitted effect of over 60% in size
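Aggregates are detected as GFP objects 1–25 µm with signal 6 STDEV over background in lysates of induced PC12 cells. These carry Huntingtin exon 1 with 103 glutamines fused to GFP under an ecdysone promoter; compounds titrated.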
IMPase Li cell: cell-permeable IMPase inhibitors with lithium potentiation; CHO-M1 cells, IP1 TR-FRET (IP-One), carbachol + lithium; Potency, µM (series often up to 59.4 µM), without a hit: at the top dose activity, negative = IMPase inhibition, actives largely listed as inhibitors; 210,000 tested, 0.35% active;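 note: IP1 builds up when IMPase is blocked and the TR-FRET signal falls; potency is the fitted concentration of half-maximal effect; plate controls were basal vehicle for no effect and high inhibitor control for full effect; nearly all actives have a fitted effect of over 50% in size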
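Steps: plate 2000 CHO-M1 cells per well and culture 16–30 h; add compound and lithium; incubate 30 min, 37C; add d2-IP1 tracer and Eu cryptate anti-IP1 antibody in lysis buffer; read after 10 min at room temperature.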
Luc counter: Kinase-Glo luciferase inhibition (counter-screen). Q27757. Kinase-Glo luciferase, ATP luminescence, 8 min. Potency, µM (series often up to 38.3 µM), inactives show top-dose activity change, negative = inhibition, actives largely listed as inhibitors. 200,000 tested, 0.28% active; note: potency is the fitted concentration of half-maximal effect; % is set by controls: 0 for no effect and ±100 for the full control effect; nearly all actives have a fitted effect of over 60% in size
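Kinase-Glo luciferase light output from ATP and luciferin was measured with 10 uM ATP, within the enzyme's linear range. Buffer: 50 mM imidazole pH 7.2, 50 mM KCl, 7 mM MgCl2, 0.01% Tween 20, 0.05% BSA; luminescence read after 8 min at ambient temperature.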
* hit, by the source's call; & = joins results of further samples; [ ] = dose if it differs, or a comment. Unless noted, calls come from the whole dose curve; as a rule, active = well fitted curve in the direction sought with a large enough effect; inconclusive = small, poorly fitted or top-dose-only effect, or another doubt; inactive = no such curve, though single readings can be large; an effect the other way counts as inactive or inconclusive. Hits appear at their usual frequency. Share with any hit: about 4%.

Results for COc1ccc(/C=C/C(=O)NCCCc2ccccc2)cc1 ?
CBFb-RUNX1 inh: 2%; SMN2 splice up: -16%; Lamin A splicing: inconclusive; HttQ103 aggreg: -11%; IMPase Li cell: 4%; Luc counter: -4%

How did CCOC(=O)Cc1csc(NC(=S)NC(=O)C(C)(C)C)n1 do in these assays?
CBFb-RUNX1 inh: 2%; SMN2 splice up: -30%[inhibitor]; Lamin A splicing: inconclusive; HTT cytoprotect: 3%[10 µM]; HttQ103 aggreg: 5%; IMPase Li cell: 9%; Luc counter: 1%

What do the screens show for `CCCn1c(C)nc2c(NCCN3CCCCC3)nc(C)nc21`?
CBFb-RUNX1 inh: 6%; SMN2 splice up: 5%; HTT cytoprotect: 18%; IMPase Li cell: 13%; Luc counter: -1%

Results for CCc1nnc(NC(=O)CSc2nnc(CNC(=O)c3ccc(OC)c(OC)c3)o2)s1 ?
CBFb-RUNX1 inh: -5%; SMN2 splice up: 22%; Lamin A splicing: 12%[46 µM]; HTT cytoprotect: -33%; HttQ103 aggreg: 6%; IMPase Li cell: 7%; Luc counter: 1%

Results for CCN(CC)CCNC(=O)/C(=C/c1cn(C)c2ccccc12)NC(=O)c1ccc(OC)c(OC)c1 ?
CBFb-RUNX1 inh: 0%; HTT cytoprotect: 0%[10 µM]; HttQ103 aggreg: -4%[9.22 µM]

How did Cn1c(CNC(=O)c2ccccc2)nnc1SCC(=O)N1CCN(c2ccccc2)CC1 do in these assays?
CBFb-RUNX1 inh: 3%; SMN2 splice up: -18%; Lamin A splicing: -10%; HTT cytoprotect: 14%[10 µM]; HttQ103 aggreg: -6%; IMPase Li cell: 0%; Luc counter: -1%

Results for CCCn1c(=O)[nH]c(=O)c2c1nc(-c1ccc(OC)c(Br)c1)n2CCOC ?
CBFb-RUNX1 inh: 1%; SMN2 splice up: -4%; Lamin A splicing: -21%[46 µM]; HTT cytoprotect: -14%[10 µM]; HttQ103 aggreg: inconclusive; IMPase Li cell: -13%; Luc counter: 6%

How did CC(=O)C1=C(C)N(Cc2ccccc2)C(=O)N[C@H]1c1ccco1 do in these assays?
CBFb-RUNX1 inh: -5%[13.1 µM]; SMN2 splice up: 0%[9.22 µM]; Lamin A splicing: -1%[9.22 µM]; HTT cytoprotect: 6%&-18%[10 µM]; HttQ103 aggreg: inconclusive; IMPase Li cell: -6%; Luc counter: -3%[7.66 µM]

Results for Cc1ccc(N2C(=O)C(NC(=O)c3c(F)cccc3F)(C(F)(F)F)C3=C2CC(C)(C)CC3=O)cc1 (centres undefined) ?
CBFb-RUNX1 inh: 2%; SMN2 splice up: 27%; Lamin A splicing: 8%; HTT cytoprotect: 1%[10 µM]; HttQ103 aggreg: 6%; IMPase Li cell: 10%; Luc counter: 7%

What do the screens show for `COc1cc(OC)c(CN2CCC(CO)(CCOc3ccccc3)CC2)c(OC)c1`?
CBFb-RUNX1 inh: 4%; HTT cytoprotect: -7%[10 µM]; HttQ103 aggreg: -7%[9.22 µM]; IMPase Li cell: 19%; Luc counter: -3%

How did CN(C)CCC(=O)c1cccc(Br)c1 do in these assays?
CBFb-RUNX1 inh: -4%; SMN2 splice up: 10%; HTT cytoprotect: -95%; HttQ103 aggreg: 2%[9.22 µM]; IMPase Li cell: 15%; Luc counter: 0%

Results for COc1ccc(Cl)cc1C(=O)OCC(=O)NC(=O)c1cccn1C ?
CBFb-RUNX1 inh: 2%; SMN2 splice up: -19%; Lamin A splicing: 7%; HTT cytoprotect: -10%; HttQ103 aggreg: 14%[9.22 µM]; IMPase Li cell: 28%[38.3 µM]; Luc counter: -1%

Results for O=C(C1CCCN(Cc2cccnc2)C1)N1CCCCC1 (centres undefined) ?
CBFb-RUNX1 inh: 5%; Lamin A splicing: 16%; HTT cytoprotect: -85%[inhibitor]; HttQ103 aggreg: inconclusive

What do the screens show for `COc1ccc(Nc2nnc(Cc3ccccc3)c(=O)[nH]2)c(OC)c1`?
CBFb-RUNX1 inh: 3%; Lamin A splicing: -2%; HTT cytoprotect: -6%; HttQ103 aggreg: 0%

How did C/C(=N\NS(=O)(=O)c1ccc([N+](=O)[O-])cc1)c1ccc(NC(=O)c2ccco2)cc1 do in these assays?
CBFb-RUNX1 inh: 6%; SMN2 splice up: 18µM*; HTT cytoprotect: -85%[inhibitor]; HttQ103 aggreg: 7%; IMPase Li cell: 0%; Luc counter: -4%

How did CN1C(=O)CC(C(=O)Nc2ccc(F)cc2)SC1=Nc1ccc2c(c1)OCO2 (centres undefined) do in these assays?
CBFb-RUNX1 inh: -4%; SMN2 splice up: 21%; Lamin A splicing: -9%; HTT cytoprotect: -23%[10 µM]; HttQ103 aggreg: -15%; IMPase Li cell: 4%; Luc counter: -1%

How did Cc1nn(Cc2ccc(C(=O)O)o2)c(C)c1[N+](=O)[O-] do in these assays?
CBFb-RUNX1 inh: 3%; Lamin A splicing: 1%[46 µM]; HTT cytoprotect: -9%[10 µM]; HttQ103 aggreg: -13%[9.22 µM]; IMPase Li cell: 2%; Luc counter: 4%

Results for O=S(=O)(Nc1cc(S(=O)(=O)N2CCOCC2)ccc1N1CCCC1)c1cccs1 ?
CBFb-RUNX1 inh: -7%; SMN2 splice up: 15%; Lamin A splicing: 9%[46 µM]; HTT cytoprotect: -32%; HttQ103 aggreg: 1%; IMPase Li cell: 7%; Luc counter: 6%

How did CCOC(=O)c1[nH]cnc1C(=O)Nc1ccc(Cl)cc1 do in these assays?
CBFb-RUNX1 inh: 16%; Lamin A splicing: -5%[46 µM]; HTT cytoprotect: 19%[10 µM]; HttQ103 aggreg: 9%[9.22 µM]; IMPase Li cell: 0%; Luc counter: 0%

How did CN(C)c1ncc2nc(-c3cc(F)cc(F)c3)c(=O)n(CCc3ccccc3)c2n1 do in these assays?
Lamin A splicing: 2%; HTT cytoprotect: -40%[inhibitor]; IMPase Li cell: -30%

Results for Cc1ccc(-c2nn(C)c(=O)c3ccccc23)cc1CNC(=O)CSc1nc2ccccc2o1 ?
CBFb-RUNX1 inh: -2%; SMN2 splice up: -12%; Lamin A splicing: inconclusive; HTT cytoprotect: -19%; HttQ103 aggreg: 0%; IMPase Li cell: -1%[38.3 µM]; Luc counter: -1%

How did COc1cc(/C=N/Nc2nc3ccccc3[nH]2)cc(OC)c1O do in these assays?
CBFb-RUNX1 inh: -18%; Lamin A splicing: inconclusive; HTT cytoprotect: -8%[10 µM]; HttQ103 aggreg: inconclusive

Results for CN(C(=O)Nc1ccc(Cl)cc1)n1cnc2ccccc2c1=O ?
CBFb-RUNX1 inh: 3%; HTT cytoprotect: 15%[10 µM]; HttQ103 aggreg: -1%[9.22 µM]

How did O=C(/C=C/c1ccc([N+](=O)[O-])cc1)N(c1ccccn1)C1CCCCC1 do in these assays?
CBFb-RUNX1 inh: 6%; SMN2 splice up: -4%; Lamin A splicing: -24%[46 µM]; HTT cytoprotect: -40%[inhibitor]; HttQ103 aggreg: -7%; IMPase Li cell: 18%; Luc counter: -6%

Results for O=C(Nc1cccnc1)c1ccc(NS(=O)(=O)c2cccc([N+](=O)[O-])c2)cc1 ?
CBFb-RUNX1 inh: 0%; HTT cytoprotect: 0%; HttQ103 aggreg: 4%; IMPase Li cell: 4%

What do the screens show for `NC(=O)c1cccnc1Oc1cccc(Cl)c1`?
CBFb-RUNX1 inh: 0%; SMN2 splice up: 3%; Lamin A splicing: -4%; HTT cytoprotect: 1%; HttQ103 aggreg: -10%; IMPase Li cell: 26%[38.3 µM]; Luc counter: -5%

How did COc1ccc(CNc2ccnc(-c3ccoc3)n2)c(OC)c1 do in these assays?
Lamin A splicing: inconclusive; HTT cytoprotect: -31%[inhibitor]; IMPase Li cell: 14%

Results for CN(C1CCS(=O)(=O)C1)S(=O)(=O)c1ccc(N2CCCC2=O)cc1 (centres undefined) ?
CBFb-RUNX1 inh: 3%; SMN2 splice up: 45%; Lamin A splicing: -6%; HTT cytoprotect: 20%; HttQ103 aggreg: 5%; IMPase Li cell: 18%[38.3 µM]; Luc counter: 4%

What do the screens show for `Clc1nc(Cl)nc(-c2cn(-c3ccccc3)c3ccccc23)n1`?
CBFb-RUNX1 inh: 4%; HTT cytoprotect: -8%[10 µM]; HttQ103 aggreg: -5%[9.22 µM]

What do the screens show for `COc1ccc(Br)cc1C(=O)Nc1ccc(NC(=O)c2ccco2)cc1`?
CBFb-RUNX1 inh: 19%; SMN2 splice up: -31%[inhibitor]; Lamin A splicing: 8%; HTT cytoprotect: -3%; HttQ103 aggreg: inconclusive; IMPase Li cell: -18%[38.3 µM]; Luc counter: 1%

What do the screens show for `CN1CCCC2(CCN(C(=O)c3cccn3C)CC2)C1`?
SMN2 splice up: -10%; HTT cytoprotect: -2%; IMPase Li cell: 15%; Luc counter: -1%

Results for O=C1c2ccccc2C(=O)N1c1cccc(-c2nc3ccccc3o2)c1 ?
CBFb-RUNX1 inh: 5%; SMN2 splice up: -19%; Lamin A splicing: 7%; HTT cytoprotect: -32%; HttQ103 aggreg: 8%; IMPase Li cell: 1%[38.3 µM]; Luc counter: 5%

How did O=Cc1cn(-c2ccccc2)nc1-c1cc2c(ccc3ccccc32)oc1=O do in these assays?
CBFb-RUNX1 inh: 2%; SMN2 splice up: -1%; Lamin A splicing: 6%; HTT cytoprotect: -14%[10 µM]; HttQ103 aggreg: -16%; IMPase Li cell: 0%[38.3 µM]; Luc counter: 14%

Results for Cc1onc(-c2ccccc2Cl)c1C(=O)NCc1nc(-c2ccccc2)no1 ?
CBFb-RUNX1 inh: 4%; SMN2 splice up: -11%; Lamin A splicing: -21%; HTT cytoprotect: -12%[0.074 µM]; HttQ103 aggreg: -32%; IMPase Li cell: 25%[38.3 µM]; Luc counter: 5%

What do the screens show for `Cc1cc(NC(=O)CSc2nc(-c3ccccc3)c(C#N)c(=O)[nH]2)no1`?
CBFb-RUNX1 inh: -3%; SMN2 splice up: -16%; Lamin A splicing: 10%; HTT cytoprotect: -10%[0.074 µM]; HttQ103 aggreg: 3%; IMPase Li cell: 7.9µM*; Luc counter: 4%

What do the screens show for `Cc1nn(C)c(Cl)c1CN1CCCC(CO)(Cc2cccc(Cl)c2)C1` (centres undefined)?
CBFb-RUNX1 inh: 1%; HTT cytoprotect: 6%[10 µM]; HttQ103 aggreg: -6%[9.22 µM]; IMPase Li cell: 26%; Luc counter: 2%
